Compound activity as filed in PubChem BioAssay.
SW480 rereplic: inducers of DNA re-replication in SW480 colon cancer cells; SW480 DNA re-replication, Hoechst DNA content imaging, 48 h; Potency, µM (top dose mostly 46.1 µM), inactives show top-dose re-replication activation, hits mostly activators; 340,000 tested, 1.8% active; further: % of control where 0% means no effect; nearly all actives have a fitted effect of over 55% in size
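Image-based read-out: total Hoechst fluorescence of nuclei (405 nm excitation, 500-530 nm emission), with hits raising the fraction of high-intensity nuclei. SW480 colon cells incubated 48 hr with compounds at 37 C.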
MCF10A rereplic: DNA re-replication induction in MCF 10a cells | MCF 10A DNA re-replication, Hoechst nuclear intensity, 48 h | AID 624296 | 350,000 tested, 2.9% active | Potency, µM (series often up to 46.1 µM), for inactives: at the top dose activity, positive = re-replication, actives largely listed as activators; further: % of control where 0% means no effect; nearly all actives have a fitted effect of over 50% in size
* hit, by the source's call; ? = inconclusive; & = joins results of further samples; [ ] = remark or other dose. The call rests on the fitted dose curve; in most records, active means well fitted activation curve with a large enough effect; inconclusive means small, poorly fitted or top-dose-only effect; inactive means no such curve, though single readings can be large or run the other way. Potency means the concentration at half of the fitted maximal effect. Some of the compounds tested; rates above refer to the full screens.

structure | MCF10A rereplic | SW480 rereplic
COc1ccc2c(Cl)c(C(=O)NCC3CCCO3)sc2c1Cl (stereo not given) | 17% | 0%
C(=C/c1ccccc1)/CN1CCN(C(c2ccccc2)c2ccccc2)CC1 | ? | 7%[20.6 µM]
Cc1cn([C@H]2C[C@H](N=[N+]=[N-])[C@H](CO)O2)c(=O)[nH]c1=O | 3% | -15%
CCOc1ccc(S(=O)(=O)Nc2ccc3c(c2)c2c(n3S(=O)(=O)c3ccc(OCC)cc3)CCCC2=O)cc1 | 4% | -9%
CC(=O)NC[C@@H]1CN(c2ccc(N3CCOCC3)c(F)c2)C(=O)O1 | 0% | -8%
COc1ccc(C)cc1NC(=O)C(Sc1ccccc1)c1ccccc1 (stereo not given) | ? | 15%
CCC(O)c1ccccc1 (stereo not given) | 1% | 2%
NC(=O)OC[C@H](O)COc1ccc(Cl)cc1 | 9%[20.6 µM] | 0%[20.6 µM]
Cc1ccc2oc(=O)c3cc(C(=O)Nc4cc(-c5cccc(F)c5)no4)sc3c2c1 | 3% | 5%
COc1ccc2c(c1)O[C@H](c1ccc3c(c1)OCO3)[C@@H](OC(=O)Nc1cc(OC)c(OC)c(OC)c1)C2=O | ? | 12µM*
CC(C)CCC[C@@H](C)[C@H]1CC[C@H]2[C@@H]3CC=C4C[C@@H](O)CC[C@]4(C)[C@H]3CC[C@]12C | -1% | 0%
CCCCCCCCCCCCOCCCN | -3% | -7%
CC(C)CCC[C@@H](C)[C@H]1CC[C@H]2[C@@H]3CC[C@@H]4C[C@H](O)CC[C@]4(C)[C@H]3CC[C@]12C | 1% | 5%
C=C1C(CCl)(CCl)C2(Cl)C(Cl)C(Cl)C1(Cl)C2(Cl)Cl (stereo not given) | ? | ?
CCCCCCCCCCCCCC[n+]1ccc(C)cc1 | 55% | ?
C=C1CCC2[C@](C)(CO)C(O)CC[C@]2(C)C1C/C=C1/C(=O)OCC1O (stereo not given in full) | ? | ?
CC(C)c1ccccc1NC(=O)COc1ccc2c(=O)c(Oc3ccc4ccccc4c3)coc2c1 | ? | 3%
CC1=C[C@@H](O)CC(C)(C)[C@@H]1/C=C/C(C)=C/C=C/C(C)=C/C=C/C=C(C)/C=C/C=C(C)/C=C/C1=C(C)C[C@H](O)CC1(C)C | 30µM* | ?
CCN(CC)CCOCCOC(=O)C(CC)(CC)c1ccccc1 (tested in a mixture with another compound) | 30µM* | 1%
O=C(O)Cc1nn(Cc2ccc(Br)cc2F)c(=O)c2ccccc12 | 0% | -1%
Cc1ccccc1Cn1c(=O)n(-c2ccccc2)c(=O)c2ccc(C(=O)NCc3ccco3)cc21 | 2% | -16%
CC(=O)N(CC(O)CN(C(C)=O)c1c(I)c(C(=O)NC[C@@H](O)CO)c(I)c(C(=O)NC[C@@H](O)CO)c1I)c1c(I)c(C(=O)NC[C@@H](O)CO)c(I)c(C(=O)NC[C@@H](O)CO)c1I | -1%[20.6 µM] | -5%[20.6 µM]
O=C(O)/C=C/C(=O)Nc1ccc(Oc2ccc(NC(=O)/C=C/C(=O)O)cc2)cc1 | 6% | 2%
CC[C@@H]1/C=C(\C)C[C@H](C)C[C@H](OC)[C@H]2O[C@@](O)(C(=O)C(=O)N3CCCC[C@H]3C(=O)O[C@H](/C(C)=C/[C@@H]3CC[C@H](Cl)[C@H](OC)C3)[C@H](C)[C@@H](O)CC1=O)[C@H](C)C[C@@H]2OC | 6% | 1%
O=C1CC[C@H](C(=O)N[C@@H]2C[C@H]2c2ccccc2)N1 | -1% | -5%
CC(=O)OC[C@H]1O[C@@H](O/N=C/C[C@@H]2C=C[C@H](OC(C)=O)[C@@H](COC(C)=O)O2)[C@H](OC(C)=O)[C@@H](OC(C)=O)[C@@H]1OC(C)=O | 0% | 0%
O=C(O)c1ccccc1-c1c2cc(Br)c(=O)c(Br)c-2oc2c(Br)c(O)c(Br)cc12 | -10% | -6%
COC(=O)C1=C(C)N(Cc2ccco2)C(=O)N[C@@H]1c1cccc(C(F)(F)F)c1 | 16% | 11%
NC(CCC(=O)N[C@@H](CS)C(=O)NCC(=O)O)C(=O)O (stereo not given in full) | -1% | 18%
C#CCOCCOCCOCCNc1nc(N2CCN(C(=O)Cn3cc(CCCCN)nn3)CC2)nc(N2CCN(C(=O)[C@H](C)n3cc(CCCN=C(N)N)nn3)CC2)n1 | 4% | 0%
COc1cc(/C=C2\SC(=S)NC2=O)ccc1OS(=O)(=O)c1ccccc1 | ? | -4%
Cc1cccc(NC(=O)CSc2nc3[nH]ncc3c(=O)n2-c2ccccc2)c1 | ? | -78%
CCCCN1CC(O)C(O)C(O)C1CO (stereo not given) | -1% | 2%
NC1=NC(S)C2N=CN=C2N1 (stereo not given) | ? | 18%
COC1C=CO[C@@]2(C)Oc3c(C)c(O)c4c(O)c(c5c(nc6cc(C)ccn65)c4c3C2=O)NC(=O)/C(C)=C\C=CC(C)C(O)[C@@H](C)C(O)C(C)[C@@H](OC(C)=O)C1C (stereo not given in full) | 0% | ?
CN1C(=O)CN2CCc3ccccc3C2c2cc(Cl)ccc21 (stereo not given) | 1% | -3%
Cc1cc(C)cc(NC(=O)Cn2c(SCc3cc(C)ccc3C)nc3ccncc32)c1 | ? | ?
COC(=O)[C@@]1(Cc2ccccc2)[C@H]2c3cc(C(=O)N4CCCC4)n(Cc4ccsc4Br)c3C[C@H]2CN1C(=O)c1ccccc1 | ? | ?
CN[C@@H]1[C@H](O[C@@H]2O[C@H](CO)[C@@H](N)[C@H](O)[C@@H]2O)O[C@H]2C[C@@H](N)[C@@H](O[C@H]3[C@@H](O)[C@H](O)[C@H](N)C[C@@H]3N)O[C@H]2[C@H]1O | 1%[20.6 µM] | -4%[20.6 µM]
COc1ccc(-c2csc(NC(=O)COC(=O)c3ccc(Br)o3)n2)cc1 | 1% | -4%

Structures listed so far that contain bromine (4):
structure | MCF10A rereplic | SW480 rereplic
O=C(O)Cc1nn(Cc2ccc(Br)cc2F)c(=O)c2ccccc12 | 0% | -1%
O=C(O)c1ccccc1-c1c2cc(Br)c(=O)c(Br)c-2oc2c(Br)c(O)c(Br)cc12 | -10% | -6%
COC(=O)[C@@]1(Cc2ccccc2)[C@H]2c3cc(C(=O)N4CCCC4)n(Cc4ccsc4Br)c3C[C@H]2CN1C(=O)c1ccccc1 | ? | ?
COc1ccc(-c2csc(NC(=O)COC(=O)c3ccc(Br)o3)n2)cc1 | 1% | -4%

The listing continues:
structure | MCF10A rereplic | SW480 rereplic
COc1ccc(Nc2nc(CN3CCOCC3)nc3sc4c(c23)CCC(C)C4)cc1OC (stereo not given) | ? | ?
C[C@@H]1C(SC2Cn3cnc[n+]3C2)=C(C(=O)[O-])N2C(=O)[C@H]([C@@H](C)O)[C@@H]12 (stereo not given in full) | -2% | -8%
CCOc1ccc2ncc(S(=O)(=O)c3ccccc3)c(N3CCC4(CC3)OCCO4)c2c1 | 28% | 6%
O=C1C=C(NCCN2CCOCC2)C(=O)c2cnccc21 | ? | 10µM*
CC1(C)S[C@@H]2[C@H](NC(=O)Cc3ccccc3)C(=O)N2[C@@H]1C(=O)O | 10% | 8%
O=c1ccn(C2OC(COP(=O)(O)OC3C(CO)OC(n4ccc(=O)[nH]c4=O)C3O)C(O)C2O)c(=O)[nH]1 (stereo not given) | 4% | -1%
CNC1CC(N)[C@H](O)[C@@H](O[C@@H]2OC(CO)C3OC4(OC(C(N)CO)C(O)C(O)C4O)O[C@@H]3[C@H]2O)C1O (stereo not given in full) | 28% | -1%
COC(=O)N[C@H](CC(C)=O)c1ccccc1 | -3% | 0%

In another format: entries from further up
C[C@@H]1C(SC2Cn3cnc[n+]3C2)=C(C(=O)[O-])N2C(=O)[C@H]([C@@H](C)O)[C@@H]12 (stereo not given in full)
  MCF10A rereplic: -2%
  SW480 rereplic: -8%

CCOc1ccc2ncc(S(=O)(=O)c3ccccc3)c(N3CCC4(CC3)OCCO4)c2c1
  MCF10A rereplic: 28%
  SW480 rereplic: 6%

O=C1C=C(NCCN2CCOCC2)C(=O)c2cnccc21
  MCF10A rereplic: ?
  SW480 rereplic: 10µM*

(more compounds)
structure | MCF10A rereplic | SW480 rereplic
CCCC(=O)Nc1ccc(OC[C@@H](O)CNC(C)C)c(C(C)=O)c1 | 0%[20.6 µM] | 9%[20.6 µM]
Cc1ccccc1-c1nnc(NC(=O)c2cc3ccccc3oc2=O)s1 | -3% | 0%
O=C1c2ccccc2C(=O)C1c1ccc(F)cc1 | -4% | -8%
N[C@H](Cc1ccc(O)c(O)c1)C(=O)O | -6% | -16%
Cn1c(=O)c(C(=O)COC(=O)c2cc(-c3ccco3)nc3ccccc23)c(N)n(CC2CC2)c1=O | 8% | 16µM*
CS(=O)(=O)c1ccc([C@@H](O)[C@@H](COC(=O)CN)NC(=O)C(Cl)Cl)cc1 | -1% | -3%
COC1=C(OC)C(=O)C(C/C=C(\C)CC/C=C(\C)CC/C=C(\C)CC/C=C(\C)CC/C=C(\C)CC/C=C(\C)CC/C=C(\C)CC/C=C(\C)CC/C=C(\C)CCC=C(C)C)=C(C)C1=O | 0% | 1%
CC1C(=O)C(=O)C=CN1C (stereo not given) | 6% | -2%
O=S(=O)(Nc1cc(Sc2cccc3cccnc23)c(O)c2ccccc12)c1ccccc1 | 23µM* | 8.2µM*
CC(C)(COP(=O)(O)OP(=O)(O)OC[C@H]1O[C@@H](n2cnc3c(N)ncnc32)[C@H](O)[C@@H]1OP(=O)(O)O)C(O)C(=O)NCCC(=O)NCCS (stereo not given in full) | 2% | -4%
O=C(Nc1ccc(Br)cc1)c1cc(Br)c(Br)s1 | ? | 15%
Cn1c(=O)c2[nH]c(-c3ccccc3)nc2n(C)c1=O | 7% | -9%
CCc1ccc(N2C(=O)c3cc(N4CCOCC4)c([N+](=O)[O-])cc3C2=O)cc1 | 9% | -4%
Cc1ncc(C[n+]2csc(CCOP(=O)(O)OP(=O)(O)O)c2C)c(N)n1 | 0% | 3%
CC1(C)SC2C(N3C(=O)C(c4ccccc4)NC3(C)C)C(=O)N2C1C(=O)O (stereo not given) | -2% | -14%
CC(=O)Oc1cc(C)c(OC(C)=O)c2ccccc12 | ? | 27µM*
CCCCCc1ccc(C)cc1O | 4% | 1%
NC(=O)C[C@@H]1NC(=O)c2cc([N+](=O)[O-])cc(F)c2NCCCC[C@@H](C(N)=O)NC(=O)[C@H](CO)NC1=O | 5% | 0%
O=c1[nH]c(=O)n([C@@H]2C[C@H](O)[C@H](CO)O2)cc1I | 6%[20.6 µM] | -13%[20.6 µM]
N[C@@H](CO)C(=O)NNCc1ccc(O)c(O)c1O | 0% | 0%
CC(C)CN(C[C@@H](O)[C@H](Cc1ccccc1)NC(=O)O[C@H]1CCOC1)S(=O)(=O)c1ccc(N)cc1 | -7% | 7%
N#C/C(=C\c1sc(N2CCOCC2)nc1-c1ccccc1)C(=O)Nc1cccc2ccccc12 | ? | 1%
CC1CC(O)CC(C)(C)C1 (stereo not given) | 2% | 6%
CC[C@H]1OC(=O)[C@H](C)C(=O)[C@H](C)[C@@H](OC2O[C@H](C)C[C@H](N(C)C)[C@@H]2O)[C@@](C)(OC)C[C@@H](C)C(=O)[C@@H](C)C2N(CCCCn3cnc(-c4cccnc4)c3)C(=O)O[C@@]21C (stereo not given in full) | 25% | 0%
C=CCOc1ccccc1OC[C@H](O)CNC(C)C | -1%[20.6 µM] | -7%[20.6 µM]
CCCCCCCCCc1ccc(OCCOCCOCCOCCOCCOCCOCCOCCOCCO)cc1 | 14% | -3%
CCCN[C@@H](C)C(=O)Nc1ccccc1C | 0% | 0%
CO[C@H]1[C@H](O[C@H]2O[C@@H](C)[C@@H](O[C@@H]3C[C@](C)(O)[C@H](O)[C@H](C)O3)[C@@H](N(C)C)[C@@H]2O)[C@@H](CC=O)C[C@@H](C)[C@@H](O[C@H]2CC[C@H](N(C)C)[C@H](C)O2)/C=C\C=C/C[C@@H](C)OC(=O)C[C@H]1O | -5%[20.6 µM] | -8%[20.6 µM]
C=Cc1c(C)c2cc3nc(cc4[nH]c(cc5nc(cc1[nH]2)C(C)=C5CCC(=O)O)c(CCC(=O)OC)c4C)[C@@]1(C)C3=CC=C(C(=O)OC)[C@H]1C(=O)OC (tested in a mixture with another compound) | 7% | -1%
O=C(O)COc1ccc(C(=O)c2cccs2)c(Cl)c1Cl | 2%&4% | -17%&0%
CCCCC | -2% | -2%
O=c1cc(-c2ccc(F)cc2F)[nH]c2ccccc12 | 0% | -3%
COC(=O)C/C=C/[C@@H](C)[C@@H](/C=N/O[C@@H](C)c1cn([C@H](CO)Cc2ccccc2)nn1)NS(=O)(=O)c1ccc(C)cc1 | 7% | ?
CCCCCCOc1ccc(C(=N)N(CCCC)CCCC)c2ccccc12 | ? | ?
CC(=O)[C@]1(O)Cc2c(O)c3c(c(O)c2[C@@H](O[C@H]2C[C@H](N)[C@H](O)[C@H](C)O2)C1)C(=O)c1c(O)cccc1C3=O | -7% | -11%
